Screening results: PubChem BioAssay, The Scripps Research Institute Molecular Screening Center
CHO-K1 Ca antag: nonselective inhibitor or artifact in parental CHO-K1 cells. ATP-induced calcium, Fluo-8 fluorescence. inhibition, % at 3 µM. 360,000 compounds, 0.6% hits. AID 602250;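 active = inhibition above a per-plate cutoff, the plate's mean sample inhibition plus 3 SD, cut at about 24% in these data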;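 note: 0% = DMSO plus EC80 ATP and 100% = DMSO alone without ATP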
CHRM1 agonist: human M1 muscarinic receptor agonism. P11229. CHO-K1 hM1, Fluo-8 calcium fluorescence, agonist mode; 0% DMSO, 100% acetylcholine EC100. activation, % at 3 µM. 360,000 compounds, 0.33% hits;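 active = activation above the run's mean compound activation plus 3 SD, cut at about 16% in these data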;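 note: peak over basal fluorescence ratio within a 140 s kinetic read after compound addition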
Target sequence (P11229 whole entry, looked up): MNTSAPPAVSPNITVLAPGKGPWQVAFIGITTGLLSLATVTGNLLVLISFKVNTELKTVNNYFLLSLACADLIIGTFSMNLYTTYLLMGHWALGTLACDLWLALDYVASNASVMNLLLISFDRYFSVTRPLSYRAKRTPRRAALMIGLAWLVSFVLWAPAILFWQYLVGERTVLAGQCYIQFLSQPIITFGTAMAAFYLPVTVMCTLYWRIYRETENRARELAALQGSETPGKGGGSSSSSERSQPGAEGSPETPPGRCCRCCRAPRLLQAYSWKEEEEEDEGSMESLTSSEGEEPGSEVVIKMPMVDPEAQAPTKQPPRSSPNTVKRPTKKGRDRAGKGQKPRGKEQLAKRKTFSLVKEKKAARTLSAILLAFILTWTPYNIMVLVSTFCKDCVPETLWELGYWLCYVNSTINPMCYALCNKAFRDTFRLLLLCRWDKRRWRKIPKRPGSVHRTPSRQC
CHO-K1 Ca ag: nonselective activator or artifact in parental CHO-K1 cells. 360,000 compounds, 0.48% hits. Fluo-8 calcium fluorescence; scaled to maximal ATP response, vehicle zero. activation, % at 3 µM; in the data active = activation above about 15%;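 note: untransfected CHO-K1 host cells lacking M1 receptor as counterscreen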
CHO parental Ca: counter-screen for OX1R antagonists: effect in parental CHO cells | parental CHO-K1, ATP-induced calcium, Fluo-8 fluorescence | 330,000 compounds, 0.63% hits | inhibition, % at 5.6 µM;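 active = inhibition above that plate's mean sample inhibition plus 3 SD, cut at about 26% in these data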;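 note: 0% = ATP-challenged DMSO wells and 100% = DMSO wells without ATP; some compounds past the cut are filed as inactive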
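Assay system – parental CHO cells · Reagent – ATP stimulus · Detection – intracellular calcium via Fluo-8 no-wash fluorescent dye · Evaluation – percent inhibition of ATP-evoked calcium rise, normalized to controls · Controls – ATP wells versus no-ATP DMSO wells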
CHO-K1 Ca PAM: counter-screen for M1 PAMs: effect in parental CHO-K1 cells. 360,000 compounds, 0.02% hits. ATP EC20, Fluo-8 calcium fluorescence; 0% at ATP EC20, 100% at ATP max. activation, % at 3 µM;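 active = activation above the run cutoff, the mean activation of all test compounds plus 3 SD, cut at about 40% in these data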;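 note: peak over basal fluorescence ratio in a 140 s read after ATP addition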
CHRM1 PAM: positive allosteric modulators of human M1 muscarinic receptor; CHO-K1 hM1, Fluo-8 calcium fluorescence, ACh EC20; 0% = ACh EC20, 100% = maximal ACh; activation, % at 3 µM; 360,000 compounds, 0.088% hits; in the data active = activation above about 19%, passing the limit was not always enough
TAAR1 agonist: human TAAR1 agonism; CHO RD-HGA16 TAAR1, Fluo-8 calcium fluorescence; vehicle wells 0%, saturating PEA agonist 100%; activation, % at 3 µM; Q96RJ0; 360,000 compounds, 0.99% hits; AID 624467;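 active = activation above the mean activation of all test compounds in the run plus 3 SD, cut at about 38% in these data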
Target sequence (Q96RJ0 whole entry, looked up): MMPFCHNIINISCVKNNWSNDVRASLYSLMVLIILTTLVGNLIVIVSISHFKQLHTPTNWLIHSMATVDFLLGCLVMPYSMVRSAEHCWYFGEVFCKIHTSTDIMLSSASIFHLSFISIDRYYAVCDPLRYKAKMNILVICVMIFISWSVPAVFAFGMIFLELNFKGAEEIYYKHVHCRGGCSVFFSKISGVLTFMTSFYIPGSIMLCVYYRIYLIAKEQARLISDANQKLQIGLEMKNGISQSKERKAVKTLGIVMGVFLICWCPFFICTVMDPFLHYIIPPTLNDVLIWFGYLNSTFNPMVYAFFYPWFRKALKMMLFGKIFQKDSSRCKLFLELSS
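Signal – calcium-sensitive Fluo-8 signal, excitation 470-495, emission 515-575 nm · System – RD-HGA16 (CHO) cells co-expressing Gα16 and hTAAR1 · Incubation – 17-24 h seeding, 75 min 37 °C dye, 30 min RT · Compound dosing – 3 µM single concentration · Repeats – no replicates (n 1)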
M1 antag: blocks human M1 muscarinic receptor. 360,000 compounds, 1.3% hits. CHO-K1 hM1, Fluo-8 calcium fluorescence, ACh EC80 antagonist. inhibition, % at 3 µM. P11229;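 active = percent inhibition above its own plate's cutoff, namely the mean of that plate's compound wells plus 3 SD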;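 note: peak over basal fluorescence ratio during 140 s after agonist addition; 0% = ACh EC80 plus DMSO and 100% = DMSO alone without agonist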
TAAR1 antag: antagonists of human TAAR1; Q96RJ0; CHO RD-HGA16 TAAR1, Fluo-8 calcium fluorescence, antagonist; inhibition, % at 3 µM; 360,000 compounds, 1.5% hits; AID 624466;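 active = inhibition above a per-plate cutoff, the mean inhibition of test compounds on that plate plus 3 SD, cut at about 49% in these data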;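 note: 0% = DMSO plus EC80 beta-PEA response and 100% = DMSO alone without agonist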
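Material: RD-HGA16 CHO cells with stable hTAAR1 and Gα16; Dosing: single nominal final test compound concentration of 3 µM; Schedule: seeding 17-24 h prior, 75-min 37 °C, 30-min RT dye loading; Detection: kinetic Fluo-8 calcium fluorescence measurement; Measure: % inhibition from peak post-agonist over basal fluorescence ratio; Benchmarks: vehicle and agonist controls.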
* = called active by the depositor; . = not tested or not shown. No enrichment for hits. About 4.4% of those tested had a hit in this group.

mol | CHO-K1 Ca antag | CHRM1 agonist | CHO-K1 Ca ag | CHO parental Ca | CHO-K1 Ca PAM | CHRM1 PAM | TAAR1 agonist | M1 antag | TAAR1 antag
COc1ccccc1N1CCN(C(=O)c2oc3ccc(Br)cc3c2C)CC1 | -8 | -9 | 0.7 | -8 | 19 | -3 | -1 | -2 | -16
Cc1cc(NCc2ccc(F)cc2)nc2cc(Cl)ccc12 | -14 | -5 | 3.0 | -15 | 24 | 1 | 1 | -6 | -16
COCc1cc(C)nc(SCC(=O)Nc2ccccc2N2CCOCC2)c1C#N | 2 | -1 | 0.4 | -14 | 12 | 9 | 8 | -5 | -13
COc1cccc(N2C(=O)Nc3ccccc3C2(O)C(=O)NCc2ccc3c(c2)OCO3)c1 (stereo not given) | -8 | -1 | 0.8 | -3 | 16 | 9 | 7 | -12 | -7
CCn1c(C)nc2cc(C(=O)NNS(=O)(=O)c3cc(Br)ccc3Br)ccc21 | -8 | 3 | 13 | -6 | 4 | 6 | 1 | -7 | 4
CSc1ncc(CN2CCc3c([nH]c4ccccc34)C2C(C)(C)C)cn1 (stereo not given) | 6 | -8 | 0.2 | -15 | -13 | -1 | -1 | 6 | -9
CCN1CCN(c2ccc(S(=O)(=O)N3CCCC3)cn2)CC1 | -7 | -6 | 0.8 | 0 | 11 | -18 | 1 | 36* | -17
CC(C)(C)OC(=O)C[C@@H]1C/C=C\C[C@@H](CC(=O)N[C@@H](CO)Cc2ccccc2)C(=O)N2CCC[C@@H]2COC1=O | -6 | -3 | 0.0 | -22 | 5 | 7 | 4 | -3 | -2
O=C(COc1ccc(Br)cc1)Nc1ccncc1 | 10 | 1 | 3.6 | 10 | -6 | -3 | 4 | 15 | -1
CC(=O)N1CCC(=NNc2ccnc3cc(Cl)ccc23)CC1 | 3 | -7 | 0.1 | -12 | 6 | -3 | 4 | 6 | 14
Cc1ccc(S(=O)(=O)N2CCN(c3ccccc3)CC2)cc1C(=O)NC1CCCCC1 | -6 | -4 | 0.0 | -8 | -3 | -4 | -2 | 5 | -31
COc1cccc(NC(=O)CN2CCN(S(=O)(=O)c3ccc(F)cc3)CC2)c1 | -3 | 0 | 0.2 | 4 | -15 | 4 | 10 | -38 | -17
Cc1cc(C)n2nc(-c3ccsc3-n3c(C)ccc3C)cc2n1 | 15 | -5 | 0.2 | -3 | -8 | 3 | -1 | 4 | -8
COc1ccc2oc(C(=O)NCCN3CCOCC3)c(C)c2c1OC | -12 | -3 | 1.1 | 1 | 19 | 10 | -1 | -6 | 1
O=C(N/N=C/c1cccc([N+](=O)[O-])c1)c1cc(-c2ccccc2)nc2ccccc12 | 13 | -6 | -0.2 | -1 | -12 | 7 | -2 | -5 | 7
O=C(C1CC1)N1N=C(c2ccc(F)cc2)CC1(O)C(F)(F)F (stereo not given) | -12 | -7 | 1.9 | -5 | 11 | 1 | -1 | -9 | -7
CCCN(CCC)C(=O)c1cn(CC)c2ccc(S(=O)(=O)N3CCCCC3)cc2c1=O | -6 | -4 | 0.4 | 2 | -3 | 3 | 0 | -3 | -17
Cc1nnc(NC(=O)C2COc3ccccc3O2)s1 (stereo not given) | -3 | -4 | 0.1 | -4 | 2 | 5 | 2 | -13 | -7
Cc1ccc(OCC(=O)N(C)CC(=O)Nc2ccc(F)cc2)c([N+](=O)[O-])n1 | 5 | -8 | -0.1 | -5 | 9 | 3 | 4 | -3 | 16
O=C(NCc1ccc2c(c1)OCO2)c1cc(-c2ccccc2)nn1CC1CC(c2cccnc2)=NO1 (stereo not given) | -11 | -5 | 3.1 | -23 | 7 | -5 | 13 | 2 | 37

Just CHO-K1 Ca ag, for some of the entries so far:
structure | CHO-K1 Ca ag
COc1ccccc1N1CCN(C(=O)c2oc3ccc(Br)cc3c2C)CC1 | 0.7
Cc1cc(NCc2ccc(F)cc2)nc2cc(Cl)ccc12 | 3.0

Going on with the list.
mol | CHO-K1 Ca antag | CHRM1 agonist | CHO-K1 Ca ag | CHO parental Ca | CHO-K1 Ca PAM | CHRM1 PAM | TAAR1 agonist | M1 antag | TAAR1 antag
Brc1ccc(-c2csc(-c3ccncc3)n2)cc1 | -4 | -10 | -0.6 | -10 | 2 | -11 | -1 | 4 | 9
CCOC(=O)N1CCN(Cc2ccc3ccccc3c2)CC1 | 0 | -5 | 2.0 | . | 0 | 1 | 9 | -11 | -2
O=C(COC(=O)c1c2c(nc3ccccc13)/C(=C\c1cccs1)CCC2)Nc1ccccc1Cl | -14 | -7 | 0.6 | -10 | 15 | -3 | 9 | 10 | -12
CCN1C(=O)C2(SC(NC(C)=O)=NN2C(C)=O)c2cc(C)ccc21 (stereo not given) | 0 | -7 | 0.0 | -4 | 8 | 2 | 2 | -5 | 2
Cn1c(COc2ccc(F)cc2)nnc1SCC(=O)NC1CC1 | -2 | -4 | 0.2 | 17 | 7 | 7 | 3 | -2 | -17
Nc1nc(N2CCOCC2)cc(=O)[nH]1 | -8 | -1 | 0.4 | -8 | 14 | 4 | 7 | -1 | -12
Cc1csc(SCC(=O)Nc2cc(S(=O)(=O)N3CCCC3)ccc2Cl)n1 | -3 | -6 | 0.4 | 5 | 22 | 11 | 7 | -27 | -6
CC(C)c1ccc(NC(=O)Cn2nnc(C(=O)NCc3ccc4c(c3)OCO4)c2N)cc1 | -12 | 6 | 0.1 | 1 | 5 | 18 | 1 | -11 | 6
O=C(CSCc1ccco1)Nc1cc(C(F)(F)F)ccc1N1CCOCC1 | -4 | -4 | 4.3 | -16 | 16 | -2 | -2 | 10 | -18
Fc1ccc(-c2nnc(NC3=NCCCCC3)o2)cc1 | -7 | -4 | 0.8 | -3 | 10 | 7 | 13 | -4 | -5
Cc1cc(C)nc(-n2nc(C)c(Oc3ccccc3O)c2C)n1 | 13 | -2 | 0.1 | -22 | -4 | 5 | 16 | -1 | -7
COc1ccc(C(=O)Nn2cc3c(c2-c2ccccc2)c(=O)n(C)c(=O)n3C)cc1 | -4 | -4 | 0.3 | -7 | -9 | -5 | 12 | 4 | -4
COc1ccc(CCCNC(=O)C2(C)Cc3c(-c4ccc5c(c4)OCO5)ccnc3O2)cc1 (stereo not given) | 14 | -2 | 2.3 | . | -7 | -2 | 2 | 5 | 28
O=C(Nc1ccc(C(=O)NCCCN2CCN(c3ccccc3)CC2)cc1)C1=CSCCO1 | -15 | 3 | 7.0 | 1 | 14 | 2 | 11 | 0 | 25
CCOc1ccc(CCNS(=O)(=O)c2ccc3c(c2)oc(=O)n3C)cc1OCC | 11 | 11 | 15* | -13 | 4 | 8 | 2 | -4 | -16
CCOC(=O)N1N=C(C)CC1(O)c1ccccc1 (stereo not given) | 5 | -2 | 4.4 | 2 | 19 | -2 | 1 | 10 | -10
COc1ccccc1N1C(=O)N(C(C)=O)C2C1Nc1ccccc1N2C (stereo not given) | 0 | 2 | 1.4 | 0 | 10 | 14 | 1 | -7 | -1
COc1ccc(S(=O)(=O)N2CCOC2CNC(=O)C(=O)NCc2ccncc2)cc1OC (stereo not given) | -11 | -2 | 0.6 | -2 | 3 | 13 | 5 | -10 | -24
S=C(Nc1ccc2nsnc2c1)NC1CCCCC1 | -11 | -3 | 4.3 | -6 | 0 | -10 | 18 | 5 | 15
O=C(O)CSc1nccn1-c1cccc(Cl)c1 | -13 | -2 | 0.1 | -11 | 18 | 11 | -1 | -38 | -7
OCCCNc1nc(-c2ccc(Br)cc2)nnc1-c1ccc(Cl)cc1 | -4 | -11 | 0.6 | 7 | 8 | 0 | 0 | 1 | 8
COc1cccc(C(O)c2nc(-c3cccc4cccnc34)cs2)c1 (stereo not given) | -12 | -3 | 1.0 | . | 11 | -1 | 9 | -1 | -25
Cc1cc(C)nc(NC(=O)c2c(F)c(F)c(F)c(C(=O)Nc3cc(C)cc(C)n3)c2F)c1 | -12 | -8 | 0.6 | -1 | 20 | -12 | 0 | 12 | -13
Cc1c(NC(=O)Cn2cc([N+](=O)[O-])cn2)c(=O)n(-c2ccccc2)n1C | -18 | -4 | 0.7 | 4 | 22 | 10 | 1 | -14 | -20
COc1ccc(NC(=S)NC2CC3CCC(C2)N3Cc2ccco2)cc1 (stereo not given) | -11 | -5 | -0.4 | -8 | 0 | 2 | 2 | -4 | 10
Cc1nn(C(C)C(=O)O)c(=O)c2c1sc1ccccc12 (stereo not given) | -5 | -4 | 0.5 | 1 | -15 | -7 | 6 | 19 | -4
CC(C)CN(C(=O)CCC1CCCCC1)c1c(N)n(CC(C)C)c(=O)[nH]c1=O | -6 | -5 | 0.5 | . | 22 | 8 | 0 | -6 | 11
CCc1nnc(NC(=O)C2CCN(C(=O)c3ccccc3C)CC2)s1 | 2 | 1 | 0.1 | . | 13 | -5 | 0 | 9 | -21
O=C(NNC(=O)c1ccccc1O)c1ccc(S(=O)(=O)Nc2ccccc2)cc1 | 0 | 3 | 1.0 | -2 | 5 | 6 | 3 | -2 | 0
COCCCNC(=O)/C(C#N)=C/c1cccc(NC(=O)c2ccccc2Cl)c1 | -7 | -7 | 1.2 | -2 | 18 | -2 | 8 | 9 | 16
COc1ccc(C(O)(CCc2ccccc2)CCN2CCCCC2)cc1 (stereo not given) | -5 | -13 | 0.8 | -14 | 1 | -33 | 13 | 84* | 1
CCC(C)NC(=O)CSC1=Nc2ccccc2C2=NC(c3ccccc3)C(=O)N12 (stereo not given) | 0 | -1 | 0.4 | -28 | -7 | 3 | 0 | -10 | -12
COC(=O)Nc1c(C)nn(Cc2ccccc2C)c1C | -15 | -6 | 0.7 | -17 | 17 | 5 | . | 2 | .
C[C@@H]1NS(=O)(=O)c2cc(Cl)ccc2O[C@@H]1c1ccccc1 | -21 | -8 | 1.2 | . | 19 | -3 | 0 | -8 | 9
Fc1ccc(-n2nnc(-c3ccccc3)n2)cc1 | 4 | -4 | 0.3 | . | -5 | 2 | 7 | -5 | -36
CN(CC(=O)Nc1cccc(Cl)c1)C1=NS(=O)(=O)c2ccccc21 | -13 | 3 | 1.1 | -10 | 6 | 3 | 5 | -17 | -17
COc1cc(C(=O)N=C2SC3CS(=O)(=O)CC3N2c2ccccc2)cc(OC)c1OC (stereo not given) | -7 | -1 | 0.5 | -16 | -1 | 5 | 8 | -3 | -22
COc1ccc(N2CCOCC2)c(NC(=O)COc2cccc(C)c2)c1 | -4 | -2 | -0.7 | -25 | -26 | 0 | -4 | -3 | 10
Cc1cc(C)nc(CC(N)=O)n1 | -3 | -2 | 0.4 | 10 | 18 | 7 | 0 | -9 | 11
